# IP6K1 inhibitor – Primary qHTS assay for small molecule inhibitors of Inositol hexaphosphate kinase 1 (IP6K1). Inositol hexakisphosphate kinase 1 (Homo sapiens), Q92551. IP6K1 kinase, ADP-Glo luminescence, 2 h; hits give low values. activity change, % (series mostly up to about 58 µM). 140,000 tested, 0.81% active. AID 1645851, 2021; in the data active = activity change below about -25%
#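 ADP-Glo luminescence measures ADP made by human IP6K1 during a 2 h RT reaction with ATP/IP6 (mix at 1.3 mM/130 uM); top library doses 57.5 and 19.1 uM final.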
# HEK293 tox – Cytotoxic Profiling in HEK 293 Cell Line of Diverse Libraries Using Quantitative High-Throughput Screening | HEK 293 viability, ATP luminescence (CellTiter-Glo), 48-72 h | Potency, µM (series often up to 115 µM), for the others: at the highest dose activity change, negative = cytotoxicity, hits mostly inhibitors | 94,000 tested, 6.6% active; note: potency is the fitted concentration of half-maximal effect; nearly all actives have a fitted effect of over 60% in size
#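 HEK 293 cells at 250 cells/well were exposed to compounds by pintool transfer for 48 or 72 hr at 37 degree Celsius, 5% CO2. Viability was read as ATP-coupled luminescence with CellTiter-Glo after 10 min at room temperature.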
# Luciferase inh – Firefly luciferase inhibition profiling of diverse chemical library using quantitative high-throughput screening; purified P. pyralis luciferase, luminescence, biochemical; Potency, µM (highest dose often 115 µM), without a hit: top-dose activity change, negative = inhibition, most hits filed as inhibitors; 76,000 tested, 2.5% active; note: potency is the fitted concentration of half-maximal effect; nearly all actives have a fitted effect of over 65% in size
# Target sequence (P08659 whole entry, looked up): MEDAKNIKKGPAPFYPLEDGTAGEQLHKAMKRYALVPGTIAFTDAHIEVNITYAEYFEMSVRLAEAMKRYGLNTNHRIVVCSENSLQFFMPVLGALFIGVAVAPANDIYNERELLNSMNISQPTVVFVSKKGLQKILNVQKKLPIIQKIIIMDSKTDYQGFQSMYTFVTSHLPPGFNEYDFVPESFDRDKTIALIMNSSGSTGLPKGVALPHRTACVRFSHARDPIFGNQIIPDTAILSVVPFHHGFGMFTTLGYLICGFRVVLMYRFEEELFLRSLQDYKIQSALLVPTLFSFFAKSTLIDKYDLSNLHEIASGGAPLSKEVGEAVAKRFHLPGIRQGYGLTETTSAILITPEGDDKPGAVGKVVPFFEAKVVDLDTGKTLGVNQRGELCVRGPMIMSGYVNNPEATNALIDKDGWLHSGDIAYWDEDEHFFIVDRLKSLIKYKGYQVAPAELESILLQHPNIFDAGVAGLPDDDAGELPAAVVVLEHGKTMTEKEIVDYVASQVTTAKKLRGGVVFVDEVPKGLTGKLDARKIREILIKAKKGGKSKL
#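 Luminescence read by CCD imaging after purified firefly luciferase (10nM final) was added to substrate buffer holding 10uM D-luciferin and 10uM ATP, pH 7.5, pre-dosed with compound.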
# NIH3T3 tox – Cytotoxic Profiling in NIH 3T3 Cell Line of Diverse Libraries Using Quantitative High-Throughput Screening | NIH 3T3 viability, CellTiter-Glo ATP luminescence, 48-72 h | Potency, µM (titrated, usually from 96.7 µM), for the others: top-dose activity change, negative = cytotoxicity, hits mostly inhibitors | 94,000 tested, 4.3% active | AID 1345082, 2018; note: potency is the fitted concentration of half-maximal effect; nearly all actives have a fitted effect of over 55% in size
#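 First NIH 3T3 cells are plated at 400 cells/well; next compound is pinned in; then plates incubate 48 or 72 hr at 37 °C; finally CellTiter-Glo is added and luminescence read after 10 min.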
# GPT2 inh – Primary qHTS assay for inhibitors of Glutamate pyruvate transaminase 2 (GPT2); AID 1671188, 2021; Potency, µM (series often up to 57.7 µM), without a hit: at the top dose activity change, negative = inhibition, actives largely listed as inhibitors; Recombinant GPT2, coupled pyruvate oxidase/HRP Amplex Red fluorescence; Alanine aminotransferase 2 (Homo sapiens), Q8TD30; 100,000 tested, 0.25% active; note: potency is the fitted concentration of half-maximal effect; nearly all actives have a fitted effect of over 60% in size; many of its hits are not listed in these tables
# Target sequence (Q8TD30 whole entry, looked up): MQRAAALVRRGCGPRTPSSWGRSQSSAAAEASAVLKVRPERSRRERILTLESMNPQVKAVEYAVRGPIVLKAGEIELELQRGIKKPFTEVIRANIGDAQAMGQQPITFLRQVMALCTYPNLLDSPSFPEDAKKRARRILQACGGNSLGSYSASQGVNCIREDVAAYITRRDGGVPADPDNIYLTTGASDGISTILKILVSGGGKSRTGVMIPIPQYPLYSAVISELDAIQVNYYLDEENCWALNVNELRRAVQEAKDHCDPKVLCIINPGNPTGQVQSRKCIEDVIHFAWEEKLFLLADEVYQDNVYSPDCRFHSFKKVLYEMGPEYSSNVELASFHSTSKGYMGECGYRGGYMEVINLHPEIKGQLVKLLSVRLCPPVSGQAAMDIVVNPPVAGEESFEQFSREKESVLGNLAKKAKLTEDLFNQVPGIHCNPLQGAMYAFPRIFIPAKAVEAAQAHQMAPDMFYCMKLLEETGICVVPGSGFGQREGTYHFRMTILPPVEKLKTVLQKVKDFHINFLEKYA
#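 Fluorescence of coupled pyruvate oxidase/HRP/Amplex Red system (50uM Amplex, 30 min, dark) reports pyruvate formed by GPT2. Enzyme reaction: 10ng/uL GPT2, 2mM L-alanine, 250uM a-KG, 30 min room temperature, pH 7.5; 50uM AOA control.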
# SNCA expr inhib – Primary qHTS assay for inhibitors of alpha-synuclein gene (SNCA) expression. 140,000 tested, 0.17% active. AID 1671194, 2021. Potency, µM (titrated, usually from 57.2 µM), for the others: top-dose activity change, negative = inhibition, usual class: inhibitors. HEK-293 SNCA-luciferase knock-in, luminescence, 24 h;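 note: potency is the fitted concentration of half-maximal effect; plate controls were DMSO cells for no effect and cell-free wells for full effect; nearly all actives have a fitted effect of over 45% in size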
# HEK293 viab – GF-AFC viability counterscreen for inhibitors of alpha-synuclein gene (SNCA) expression. Potency, µM (doses to about 57.1 µM), inactives show top-dose activity change, negative = cytotoxicity, usual class: cytotoxic. 150,000 tested, 0.12% active. HEK-293-SNCA-luc viability, GF-AFC fluorescence, 24 h;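 note: potency is the fitted concentration of half-maximal effect; 0% = DMSO-treated cells and -100% = medium-only wells without cells; nearly all actives have a fitted effect of over 30% in size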
#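 HEK-293-SNCA-luc cells (1500/well) plated 24 h, then exposed 24 h to a dilution series; GF-AFC added 30 min at 37C, fluorescence 405/540 nm; normalised to medium-only and DMSO wells, Hill fit.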
# * hit, by the source's call; i = inactive; ? = inconclusive; . = not tested or not shown; & = joins results of further samples; [ ] = another dose, or the depositor's remark. Unless noted, calls come from the whole dose curve; as a rule, active = well fitted curve in the direction sought with a large enough effect; inconclusive = small, poorly fitted or top-dose-only effect, or another doubt; inactive = no such curve, though single readings can be large; an effect the other way counts as inactive or inconclusive. Unless noted, % is set by controls: 0 for no effect and ±100 for the full control effect. A portion of the library (hit frequency here may not be typical).
canonical_smiles	Luciferase inh	GPT2 inh	IP6K1 inhibitor	HEK293 viab	SNCA expr inhib	HEK293 tox	NIH3T3 tox
O=C(Cn1cc(S(=O)(=O)c2ccccc2)c(=O)c2cc3c(cc21)OCO3)Nc1ccccc1	.	.	-12	-10%	?	.	.
COc1cc(OC)cc(-c2nc3nc(C)c(CCC(=O)Nc4ccc(F)cc4F)c(C)n3n2)c1	.	.	3	-6%	-6%	.	.
COCCCNC(=O)N1CC(c2nc(CCOCC3CCOCC3)no2)C1	-3%	i	-3	5%	3%	4%	i
Cc1nn(-c2ccc(F)cc2)c(Oc2ccc(F)cc2F)c1CCC(=O)NCC1CC1	-4%	i	3	-17%	?	?	?
Cc1c(Cl)cccc1NC(=O)c1ccc2snnc2c1	.	.	14	4%	-1%	.	.
CN(C(=O)c1ccc(F)cc1)C1CCc2ccccc21 (configuration not stated)	-8%[172 µM]	5%[88.5 µM]	-5	-12%[87.6 µM]	5%[87.6 µM]	?	?
Cc1ccc(OCC(=O)NCC2(N3CCN(C)CC3)CCCCC2)cc1	.	.	8	-23%	8%	.	.
CC(C)c1nc2c(c(-c3ccc(O)cc3)n1)CN(Cc1cccc(F)c1)CC2	9%	i	1	2%	-8%	?	?
COc1ccc(S(=O)(=O)NCCc2csc(-c3ccc(F)cc3)n2)cc1F	.	.	5	-10%	-17%	.	.
CCn1c(=O)cc(OCC(=O)Nc2cc(Cl)c(OC)cc2OC)c2ccccc21	.	.	-12	-9%	-17%	.	.
O=C(C1CCC1)N1CCC(c2noc(CO)n2)C1 (configuration not stated)	-1%	i	5	4%	-4%	1%	2%
COCCn1c(=O)c(C(=O)N2CCN([S+](=O)([O-])c3cccc(C(F)(F)F)c3)CC2)nc2cccnc21	.	i	1	1%	0%	0%	-21%
O=C(Nc1nc2n(n1)C(c1ccc(F)cc1)C=C(c1ccccc1)N2)c1cccc([N+](=O)[O-])c1 (configuration not stated)	.	.	9	-2%	102%[activator]	.	.
C#CCNC(=O)C1CCCN(c2nccc(Nc3ccc(C)cc3)n2)C1 (configuration not stated)	.	i	-7	-10%[12.5 µM]	5%	?	?
CN(Cc1ccccc1)C(=O)CC1CCN(C(=O)CCC2CCCC2)C1 (configuration not stated)	.	i	-2	4%	5%	?	?
Cc1ccc(O)c(C(CCN(C(C)C)C(C)C)c2ccccc2)c1 (configuration not stated)	.	i	.	-6%	25%	.	.
O=C(CSc1nc2c([nH]c3ccccc32)c(=O)n1-c1ccccc1)N1CCCc2ccccc21	.	.	11	-1%	3%	.	.
CC(C)CCN1CCCC12Cc1ccccc1CNC2=O (configuration not stated)	.	i	-11	-5%[87.6 µM]	7%[87.6 µM]	-21%[172 µM]	-14%[138 µM]
Cn1c(CO[C@H]2CN(Cc3ccc4c(c3)OCO4)C[C@H]2F)nc2ccccc21	0%[172 µM]	-8%[88.5 µM]	-7	0%[87.6 µM]	1%[87.6 µM]	-17%[172 µM]	0%[138 µM]
CCCC1(CO)CCCN(Cc2cnn(-c3cccc(F)c3)c2)C1 (configuration not stated)	4%	?	3	0%	-19%	?	-5%
Cc1ccc(CN2CCc3nn(C)c(=O)n3CC2)o1	2%	i	-12	-11%	-24%	?	-11%
Cc1ccc(C)c(OCCn2cc(C(=O)c3ccco3)c3ccccc32)c1	.	.	-7	-11%	37%[activator]	.	.
O=C(NC1CCN(c2cc(-c3ccc(F)cc3)[nH]n2)C1)c1ccc(F)cc1Cl (configuration not stated)	-2%	?	10	-4%	2%	?	?
CN1CCN(C(=O)C2CCN(c3ccnc4ccnn34)CC2)CC1	.	-10%[88.5 µM]	2	4%[87.6 µM]	-2%[87.6 µM]	-20%[172 µM]	?
O=C(NCc1ccccn1)C1CCN(C(=O)c2ncn3c2COC(c2ccc(Cl)cc2)C3)CC1 (configuration not stated)	32µM*	-10%	0	4%	17%	-10%	4%
O=C(c1ccc2c(c1)N(Cc1ccccc1F)C(=O)c1ccccc1S2(=O)=O)N1CCCC1	.	.	13	1%	-13%	.	.
COc1ccc2nc(CO[C@H]3CN(Cc4ccccn4)C[C@H]3F)[nH]c2c1	-6%[172 µM]	i	-12	-6%[87.6 µM]	27%[87.6 µM]	-3%[172 µM]	-6%[138 µM]
CN(c1ccccc1)c1ncnc2c1cnn2C	.	.	50	-2%	33%[activator]	.	.
COc1ccc(CN2CCN(c3noc(C(C)C)n3)CC2CCO)cc1C (configuration not stated)	-6%	-5%[11.5 µM]	22	1%	-4%	?	?
COc1cccc(-c2cn3cc(C(=O)NCc4ccccc4F)nc3s2)c1	.	-3%	-7	-12%	42%[activator]	?	-25%
NCCC1CCN(C(=O)Nc2cc(F)cc(F)c2)CC1	6%	-9%	0	6%	-18%	-1%	-7%
COc1cccc(F)c1C(=O)N1C[C@@H](CN2CCOCC2)[C@@H](CO)C1	-10%	i	-2	-16%	-10%	-4%	-2%
O=C(CCc1ccnc(N2CCCC2)c1)N1CCN(c2cccc(Cl)c2)CC1	-1%	i	-4	2%	?	32µM*	?
O=C(c1ccc2[nH]ccc2c1)N1CCN(C(=O)c2nnn3c2COC(c2ccccc2)C3)CC1 (configuration not stated)	-20%	i	10	-1%	23%	79µM*	-11%
COc1cccc(NC(=O)Nc2cccc(-c3cn4cccnc4n3)c2)c1	.	.	-7	8%	38%[activator]	.	.
COc1ccc(CN2C(=O)CO[C@H]3CN(Cc4cccnc4)C[C@H]32)cc1	2%[172 µM]	-5%[88.5 µM]	10	-11%[87.6 µM]	-19%[87.6 µM]	3%[172 µM]	-17%[174 µM]

# Looked up above.
# For Luciferase inh, `COc1ccc(CN2CCN(c3noc(C(C)C)n3)CC2CCO)cc1C` (configuration not stated) is listed with -6%
# For HEK293 viab, `COc1ccc(S(=O)(=O)NCCc2csc(-c3ccc(F)cc3)n2)cc1F` is listed with -10%

# (listing goes on)
canonical_smiles	Luciferase inh	GPT2 inh	IP6K1 inhibitor	HEK293 viab	SNCA expr inhib	HEK293 tox	NIH3T3 tox
Cc1ccc(Nc2nc(C(N)=O)c(NC(=O)c3ccccc3Br)s2)cc1	.	.	-10	-9%	43%	.	.
Cc1nc2sccn2c(=O)c1S(=O)(=O)N1CCN(c2ccc(F)cc2)CC1	.	.	-7	-10%	15%	.	.
CCN(CCCNC(=O)Cn1ncc2c([nH]c3ccc(C)cc32)c1=O)c1ccccc1	.	.	-4	14%	?	.	.
COc1cccc(-c2ccnc3c(-c4ccc(F)cc4)c(C)nn23)c1	.	.	19	2%	32%[activator]	.	.
Cc1nc(C)c(C(=O)N2CCC3(CC2)NC(=O)CC3C(=O)O)s1 (configuration not stated)	-3%	-10%	9	-1%	6%	2%	2%
Cc1cc2nc3n(c(=O)c2n1CC(=O)N1CCN(c2ccccc2)CC1)CCCCC3	16%	i	7	-7%	-14%	?	?
O=S(=O)(c1ccccc1)N1CCCC(Cc2noc(-c3cnccn3)n2)C1 (configuration not stated)	-3%	i	11	-8%	-6%	0%	?
O=C(Nc1ccccc1)OCC(CN1CCCCC1)OC(=O)Nc1ccccc1 (configuration not stated)	.	2%	-9	64%[23.9 µM]	82%[activator][25.6 µM]	.	.
N#Cc1ccc2[nH]c(O)c(-c3ccc(CN4CCOCC4)cn3)c2c1	.	?	6&6	-14%&-30%	.	.	.
O=C(C1CCN([S+](=O)([O-])c2cccc(C(F)(F)F)c2)CC1)N1CCC(N2Cc3cccn3C2=O)CC1	.	i	-2	-14%	-6%	?	?
CCCCNC(=O)[C@H]1CCC[C@H]1NC(=O)c1ccncc1	-1%	3%	7	-1%	7%	0%	-6%
COc1cccc(CN2Cc3nc(N(C)c4ccccc4)ccc3OCC2=O)c1	?	-8%[88.5 µM]	-9	-6%[87.6 µM]	-12%[87.6 µM]	89µM*	?

# One compound at a time, from the list above. Values in the order: Luciferase inh, GPT2 inh, IP6K1 inhibitor, HEK293 viab, SNCA expr inhib, HEK293 tox, NIH3T3 tox
# Record of O=C(C1CCN([S+](=O)([O-])c2cccc(C(F)(F)F)c2)CC1)N1CCC(N2Cc3cccn3C2=O)CC1 : ., i, -2, -14%, -6%, ?, ?
# Record of Cc1ccc(Nc2nc(C(N)=O)c(NC(=O)c3ccccc3Br)s2)cc1 : ., ., -10, -9%, 43%, ., .
# Record of Cc1nc(C)c(C(=O)N2CCC3(CC2)NC(=O)CC3C(=O)O)s1 (configuration not stated) : -3%, -10%, 9, -1%, 6%, 2%, 2%
# Record of O=C(Nc1ccccc1)OCC(CN1CCCCC1)OC(=O)Nc1ccccc1 (configuration not stated) : ., 2%, -9, 64%[23.9 µM], 82%[activator][25.6 µM], ., .
# Record of N#Cc1ccc2[nH]c(O)c(-c3ccc(CN4CCOCC4)cn3)c2c1 : ., ?, 6&6, -14%&-30%, ., ., .

# (continued)
canonical_smiles	Luciferase inh	GPT2 inh	IP6K1 inhibitor	HEK293 viab	SNCA expr inhib	HEK293 tox	NIH3T3 tox
O=C(Nc1ccc(F)cc1)c1ccc2c(=O)n3c(nc2c1)CCCCC3	.	.	-15	3%	64%[activator]	.	.
COc1ccc(CCNC(=O)c2nn(C)c3c2CSc2ccccc2-3)cc1OC	.	.	13	-16%	-27%	.	.
CCOc1ccc(-c2nnc(SCC(=O)NCCc3ccccc3)nc2-c2ccc(OCC)cc2)cc1	.	.	3	8%	0%	.	.
Clc1ccccc1C1(c2ccnc(NCc3ccccn3)n2)CCNCC1	-2%	-4%[11.5 µM]	-9	-4%	?	?	-27%
COCc1cc(=O)n(CC(=O)Nc2ccccc2C)c(N2CCOCC2)n1	-3%	-10%	29	-6%	1%	-5%	-13%
CNC(=O)NC[C@H]1CCN(Cc2ccncc2F)C[C@H]1N(C)C	6%	i	5	7%[12.5 µM]	5%	i	i
CCc1ccc(CNC(=O)CN2C(=O)c3cccnc3Oc3ccc(C)cc32)cc1	.	.	0	-12%	-14%	.	.
CNCc1ccccc1F	.	1%[88.5 µM]	7	-1%[87.6 µM]	-3%[87.6 µM]	i	i
O=C(NC1CC1)c1cc2n(n1)CCCN(C(=O)c1ccccc1-c1ccccc1)C2	-5%	i	12	15%	1%	-6%	-5%
Cc1cccc2c(C3CCN(S(=O)(=O)c4c(Cl)cccc4Cl)CC3)c[nH]c12	-3%	-11%	0	2%	3%	?	?

# Bioassay records deposited in PubChem BioAssay by National Center for Advancing Translational Sciences (NCATS).
